PKM2 act: PKM2 (human) enzyme activation; P14618; purified PKM2, Kinase-Glo ATP luminescence, activation; response scale: 0% is enzyme alone, no compound; Potency, µM (doses to about 57.5 µM), inactives show top-dose activation, actives largely listed as activators; actives 0.34% (n = 260,000); AID 1631; note: potency is the fitted concentration of half-maximal effect; % is set by controls: 0 for no effect and ±100 for the full control effect; nearly all actives have a fitted effect of over 55% in size
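Kinase-Glo luminescence reports ATP generated from ADP (0.1 mM) and PEP (0.5 mM) by purified hPK-M2 after 1 h at room temperature, pH 7.2 imidazole buffer; intermediate enzyme activity allows detecting inhibitors and activators.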
Chronic BCR inh: blocks chronic active B-cell receptor signaling; AID 493014; ABC-DLBCL IkBa-CBG/CBR reporter, luminescence ratio, 4 h; Potency, µM (titrated, usually from 46.1 µM), inactives show at the highest dose ratio change, negative = lower green/red ratio, most hits filed as inhibitors; actives 0.05% (n = 340,000); active = well fitted inhibition curve with a large enough effect in the signal ratio, with a control signal flat, not every such curve was filed as active; inconclusive = small, poorly fitted or top-dose-only effect, or effect the other way, or a change in a side signal; the % refers to the signal ratio;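 note: potency is the fitted concentration of half-maximal effect; plate controls were basal doxycycline-induced cells for no effect and cells given 10 µM MG132 for full effect; MG132 reads +100%, hits lower the ratio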
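Doxycycline induced both beetle luciferases in TMD8 lymphoma cells; IKK-driven degradation limits the IkappaBalpha-fused green signal, while red luminescence normalises for cell number and nonspecific effects. Compounds tested up to 46 uM, 4 hrs.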
PTAP TSG101 blk: blocks PTAP/TSG101 interaction to inhibit HIV-1 budding; 340,000 tested, under 10 active; Potency, µM (highest dose often 115 µM), for the others: top-dose activity change, negative = inhibition, most hits filed as inhibitors; Fluorescence polarization, FITC-PTAP peptide / Tsg101 binding; active = well fitted inhibition curve with a large enough effect in the main read-out, with a control signal flat, not every such curve was filed as active; inconclusive = small, poorly fitted or top-dose-only effect, or effect the other way, or a change in a side signal; inactive = no such curve, though single readings can be large or run the other way; note: potency is the fitted concentration of half-maximal effect; % of control where 0% means no effect
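Tsg101 binding domain (10 uM final) was mixed with compound and a FITC-labeled PTAP peptide (50 nM final) in HEPES pH 7.5 buffer with NaCl, Tween 20, EDTA and TCEP; fluorescence polarization was read after 20 min at r.t.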
a7 integrin act: activates integrin-mediated alleviation for muscular dystrophy; alpha7betagal myoblasts, beta-gal FDG fluorescence, 48 h; Potency, µM (doses to about 38.3 µM), without a hit: at the highest dose activation, hits mostly activators; actives 0.064% (n = 350,000);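 note: potency is the fitted concentration of half-maximal effect; 100% = response of the positive control SU9516; nearly all actives have a fitted effect of over 60% in size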
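alpha7betagal+/- myoblasts (passage 13, 250/well) treated 48 h at 37C with compounds at 1:260 dilution of DMSO stock. Lysed, then beta-galactosidase activity read as FDG fluorescence (ex 480/em 540) after 30 min, with pre-read for autofluorescence.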
Menin-MLL TR inh: displaces Texas Red mutant MLL peptide from human menin. Menin + Texas Red MLL mutant peptide, fluorescence polarization. AID 1768. actives 0.23% (n = 270,000). O00255. Potency, µM (doses to about 61.6 µM), without a hit: at the highest dose FP activity change, negative = inhibition, most hits filed as inhibitors; active = well fitted inhibition curve with a large enough effect in the polarisation, with a control signal flat, not every such curve was filed as active; inconclusive = small, poorly fitted or top-dose-only effect, or effect the other way, or a change in a side signal; inactive = no such curve, though single readings can be large or run the other way; the % refers to the polarisation; note: potency is the fitted concentration of half-maximal effect; % of control where 0% means no effect; many of its hits are not listed in these tables
GALK inh: inhibitors of human galactokinase; actives 0.007% (n = 270,000); Potency, µM (top dose mostly 57.5 µM), inactives show at the highest dose activity change, negative = inhibition, most hits filed as inhibitors; P51570; AID 1868; Purified GALK, Kinase-Glo residual ATP luminescence; note: potency is the fitted concentration of half-maximal effect; % is set by controls: 0 for no effect and ±100 for the full control effect
Target sequence (P51570 whole entry, looked up): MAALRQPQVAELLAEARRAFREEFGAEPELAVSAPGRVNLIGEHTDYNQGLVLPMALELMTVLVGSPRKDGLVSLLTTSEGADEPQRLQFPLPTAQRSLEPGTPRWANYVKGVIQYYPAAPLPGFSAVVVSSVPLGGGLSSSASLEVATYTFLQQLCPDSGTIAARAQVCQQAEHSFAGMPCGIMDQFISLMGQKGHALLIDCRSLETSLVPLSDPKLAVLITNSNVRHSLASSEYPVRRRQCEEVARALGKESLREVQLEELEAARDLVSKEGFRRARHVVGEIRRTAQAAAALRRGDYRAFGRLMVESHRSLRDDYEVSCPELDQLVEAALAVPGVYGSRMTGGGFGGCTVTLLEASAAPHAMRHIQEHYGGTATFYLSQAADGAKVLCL
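GALK at 5 nM final was combined with compound, 35 uM ATP and 100 uM galactose in HEPES pH8.0 with MgCl2 and DTT. The reaction ran one hour at room temperature before luminescent ATP detection.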
Giardia kill: Giardia lamblia killing. Giardia lamblia trophozoite viability. activity change, % at 7.66 µM, hits read low. actives 0.15% (n = 340,000); in the data active = activity change below about -80%; inconclusive = between about -30% and that limit;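 note: parasites exposed to compound for two days anaerobically before the ATP read; % is set by controls: 0 for no effect and ±100 for the full control effect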
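Compounds were tested on trophozoites seeded at 100 cells/well and held 48 hrs at 37 deg C anaerobically. An ATP-based luminescent kit measured the remaining live cells.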
Tb PFK inh: T. brucei PFK enzyme inhibition. T. brucei PFK, ADP-Glo luminescence. Potency, µM (doses to about 57.5 µM), for the others: top-dose activity, negative = inhibition, usual class: inhibitors. actives 0.17% (n = 330,000). AID 485367;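 note: potency is the fitted concentration of half-maximal effect; 0% = uninhibited 1x PFK enzyme wells and -100% = no-enzyme wells; nearly all actives have a fitted effect of over 60% in size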
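Compounds were pin-transferred as a titration series up to 57 uM into substrate buffer (0.5 mM F6P, 0.1 mM ATP, pH 8.0), then 1.25 nM PFK was added and reactions ran 45 min before ADP-Glo detection.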
S-ASM inh: human S-ASM enzyme inhibition; P17405; placental ASM, HMU-PC fluorogenic substrate, 60 min; Potency, µM (series often up to 57.5 µM), for the others: at the highest dose activity change, negative = inhibition, usual class: inhibitors; actives 0.006% (n = 340,000); AID 504937; note: potency is the fitted concentration of half-maximal effect
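HMU-PC0 cleavage (9 uM final) by human placental ASM, 60 min at 37 °C following 10 min compound exposure at RT; stopped at pH 10, fluorescence Ex 386/Em 447 nm.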
Coupling enz: inhibits coupling enzyme system, counter-screen for aldolase hits | coupling enzyme system counterscreen, AmpLite Red fluorescence | AID 2472 | activity change, negative = inhibition, % at 58.2 µM, hits read low | actives 0.67% (n = 290,000); in the data active = activity change below about -30%; note: % is set by controls: 0 for no effect and ±100 for the full control effect
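Counterscreen of the coupled detection system alone, without aldolase: glyceraldehyde-3-phosphate coupling enzymes plus AmpLite Red readout. Compounds at 57.5 uM final, 10 min RT preincubation, 20 min RT reaction, fluorescence 525/598 nm.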
B2AR arrestin: beta2AR (human) beta-arrestin recruitment activity; P07550; beta-arrestin recruitment to beta2AR, cell-based reporter; Potency, µM (titrated, usually from 46.1 µM), inactives show at the highest dose activation, usual class: activators; actives 0.02% (n = 330,000);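 note: potency is the fitted concentration of half-maximal effect; 0% = DMSO controls and full agonism = EC100 isoproterenol or metaproterenol; nearly all actives have a fitted effect of over 65% in size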
Target sequence (P07550 whole entry, looked up): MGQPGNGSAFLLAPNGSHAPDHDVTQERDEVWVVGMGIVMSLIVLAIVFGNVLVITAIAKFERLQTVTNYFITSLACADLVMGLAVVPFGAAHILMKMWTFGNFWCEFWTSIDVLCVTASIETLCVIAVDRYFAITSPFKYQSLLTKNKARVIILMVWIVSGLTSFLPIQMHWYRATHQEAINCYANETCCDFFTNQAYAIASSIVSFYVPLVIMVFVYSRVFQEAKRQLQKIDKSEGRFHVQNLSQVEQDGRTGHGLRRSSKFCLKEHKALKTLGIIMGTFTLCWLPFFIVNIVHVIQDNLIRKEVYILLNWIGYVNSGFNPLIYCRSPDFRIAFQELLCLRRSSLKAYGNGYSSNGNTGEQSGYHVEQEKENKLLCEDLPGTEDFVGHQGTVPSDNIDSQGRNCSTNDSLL
* marks the source's active call; other numbers are inactive results; ? = inconclusive; . = not tested or not shown; & = joins results of further samples; [ ] = another dose, or the depositor's remark. Unless noted, calls come from the whole dose curve; as a rule, active = well fitted curve in the direction sought with a large enough effect; inconclusive = small, poorly fitted or top-dose-only effect, or another doubt; inactive = no such curve, though single readings can be large; an effect the other way counts as inactive or inconclusive. A portion of the library (hit frequency here may not be typical).

SMILES	PKM2 act	Chronic BCR inh	PTAP TSG101 blk	a7 integrin act	Menin-MLL TR inh	GALK inh	Giardia kill	Tb PFK inh	S-ASM inh	Coupling enz	B2AR arrestin
Nc1ccc(S(=O)(=O)Nc2ccc(Cl)nn2)cc1	1%	1%	-3%	23%	-6%	-2%	-13	1%	-2%	2&2&2	-0.4%
Cc1ccc(-n2c(SCC(N)=O)nc(O)cc2=O)cc1	-1%	-1%	1%	-4%	10%	.	9	-7%	0%	4	-0.6%
CCOC(=O)Cc1nnc(NC(=O)CSc2nc3ccccc3[nH]2)s1	5%	-8%	-7%	-5%	.	0%	-15	4%	2%	5	-0.2%
Cc1ccc(C(=O)NCc2ccco2)c(C)c1	0%	1%	0%	14%	-9%	-1%	8	5%	0%	0	-0.1%
Cc1ccc(-c2noc(CCC(=O)NC3CCCc4ccccc43)n2)cc1 (stereo not given)	-13%	0%	-2%	-16%	6%	-1%	1	-3%	-2%	0	0.0%
COc1ccccc1CNC(=O)CCN1C(=O)COc2ccc(C)cc21	0%	6%	-4%	4%	-15%	-1%	12	-3%	2%	1	0.3%
COc1cccc(NC(=O)C(=O)NCCC2CCCCN2S(=O)(=O)c2cccs2)c1 (stereo not given)	.	?	0%	0%	.	.	1	-1%	3%	.	-0.6%
CCCC#CCN1CCN(C23CC4CC(CC(C4)C2)C3)CC1	.	-1%	1%	13%	-21%	8%	8	2%	0%	2	1.2%
CCOC(=O)c1cc2sccc2n1CC(=O)Nc1ccc2c(c1)OCCO2	0%	13%	0%	-44%	10%	-2%	0	-8%	-2%	1	0.2%
C=CCCC(=O)NC1CC(C)(C)Cc2c1cnn2-c1cccc(F)c1 (stereo not given)	0%	?	-5%	7%	1%	5%	16	-2%	1%	4	0.1%
Cc1c(Cl)cccc1NC(=O)NC1CCCCC1	-1%	?	-7%	21%	1%	0%	-5	-1%	2%	0	-2.0%
CC(=O)NCc1nnc2c3ccccc3c(-c3ccccc3)nn12	0%	0%	1%	7%	0%	-1%	0	-4%	-2%	1	-0.3%
CC(C)c1ccc(NC2CCCN(C(=O)c3cccs3)C2)cc1 (stereo not given)	1%	3%	-5%	6%	-7%	3%	10	4%	-2%	0	-1.1%
CC(C)CC(=O)Nc1nnc(SCC(=O)NC2CCCCC2)s1	-1%	0%	2%	4%	.	-3%	-28	-4%	2%	.	-0.7%
C=CCSc1nc(C)cc2c1C(=O)OC2	5%	?	2%	12%	-10%	1%	14	-3%	1%	-6	-0.1%
O=C(NC1CCCCC1)c1cc2c(cc1Cl)N1CCCCCC1=NS2(=O)=O	.	8%	-8%	?	.	.	-7	2%	-3%	.	0.0%
CC1(C)CC(NC(=O)C(=O)NCCc2ccc(Cl)cc2)CC(C)(C)N1	3%	-5%	2%	-2%	-1%	1%	-18	2%	6%	1	-0.6%
O=C(NCCc1ccccn1)c1ccc(NS(=O)(=O)c2ccc(F)cc2)cc1	12%	6%	-2%	18%	-12%	8%	20	-3%	-5%	2	0.3%
O=C(c1cccnc1)N1CCN(S(=O)(=O)c2cccc(Cl)c2)CC1	.	3%	-7%	13%	.	-6%	-17	2%	1%	.	-0.2%
Cc1cccc(NC(=O)c2cc(NC(=O)c3ccco3)ccc2N2CCCCC2)c1	2%	?	-2%	-3%	-1%	0%	2	-1%	28%	-1	-0.4%
Cc1cc(C)n2nc(C(=O)N3CCCC(Nc4ccc(F)c(F)c4)C3)cc2n1 (stereo not given)	-3%	-5%	-2%	26%	.	-2%	-16	-1%	0%	.	0.4%
COc1ccc(NC(=O)COC(=O)c2ccc(NS(=O)(=O)/C=C/c3ccccc3)cc2)cc1	-3%	-6%	-1%	9%	?	-2%	-10	-1%	-15%	1	-0.5%
CCOc1cccc(C(=O)N/N=C/c2coc3ccccc3c2=O)c1	-2%	?	1%	0%	.	0%	5	6%	-3%	.	2.8%
COc1ccc(C(CC(=O)c2ccccc2)C2CCCCC2=O)cc1 (stereo not given)	-4%	?	1%	8%	-16%	1%	7	-4%	-5%	1	-0.3%
C/C(N)=C(/C#N)C(=O)COC(=O)c1ccc(C)c(S(=O)(=O)N2CCCCC2)c1	8%	?	-3%	-2%	0%	0%	22	2%	0%	8	0.2%
Remaining list, next part.
SMILES	PKM2 act	Chronic BCR inh	PTAP TSG101 blk	a7 integrin act	Menin-MLL TR inh	GALK inh	Giardia kill	Tb PFK inh	S-ASM inh	Coupling enz	B2AR arrestin
Cc1cccc(NC(=O)Nc2ccccc2[N+](=O)[O-])n1	.	0%	-3%	?	11%	0%	8	4%	-1%	3	-0.5%
O=C(NC1=NCCS1)c1cc(-c2ccc(-c3ccccc3)cc2)nc2ccccc12	1%	?	1%	24%	11µM*	2%	-6	0%	49%[activator]	-2	4.3%
Fc1ccccc1CSc1nnnn1-c1ccc2c(c1)OCO2	?	?	-2%	10%	-5%	-1%	-6	0%	0%	-2	-0.9%
CCCCN(C(=O)CCCc1nc2ccccc2s1)c1c(N)n(CCCC)c(=O)[nH]c1=O	-8%	3%	-2%	24%	.	-6%	7	1%	0%	.	2.9%
O=C(Nc1nc2ccccc2s1)C1=NN(c2ccccc2)C(=O)CC1	-2%	?	-6%	-1%	0%	1%	8	1%	0%	-1	-1.1%
CCc1ccc(/C=C2\SC(=S)N(CCC(=O)NC3=NCCS3)C2=O)cc1	-2%	.	.	.	7%	6%	.	-13%	.	0	-0.1%
COc1ccc(-c2nnc(SCC(=O)N3CCOCC3)o2)cc1OC	0%	2%	1%	1%	-12%	1%	-11	-11%	5%	-3	-0.1%
CC1CCN(S(=O)(=O)c2cc3c4c(c2)C(C)C(=O)N4CCC3)CC1 (stereo not given)	.	1%&4%	-9%	7%	.	-2%	-19	0%	3%	.	-0.8%
CC1CCN(S(=O)(=O)c2cnc(Cl)c(Br)c2)CC1	-13%	3%	3%	-5%	2%	0%	-28	0%	1%	4	-0.7%
CCOC(=O)N1CCN(C(=O)CCc2cc(OC)c(OC)c(OC)c2)CC1	6%	0%	-2%	19%	.	-3%	11	3%	6%	.	0.2%
CCN(CC)S(=O)(=O)c1ccc(C)c(NC(=O)COC(=O)[C@@H]2CCCN2C(=O)c2cccs2)c1	3%	-1%	0%	?	-15%	8%	5	-9%	0%	-1	0.3%
Cc1cc(C)cc(Nc2ccc(C(=O)O)cc2N)c1	-3%	?	-7%	-15%	4%	0%	-18	4%	81%[activator]	0	-0.6%
Cn1c2ccccc2c2cnn(CC(=O)Nc3cccc(F)c3)c(=O)c21	3%	-8%	0%	-4%	.	0%	-6	3%	-2%	5	0.3%
O=S(=O)(c1cccc(C(F)(F)F)c1)N1CCC(CO)(CCCc2ccccc2)CC1	0%	-1%	-7%	-24%	-10%	-4%	9	-2%	-12%	0	-1.1%
Cn1c(=O)c2c(nc(Oc3ccccn3)n2C)n(C)c1=O	-6%	5%	.	.	3%	6%	.	-1%	.	-1	0.7%
CC(=O)C1=C(NC(=O)c2ccccc2F)C[C@@H]2[C@H]1C2(C)C	2%	?	-1%	3%	?	0%	-15	1%	-8%	2	0.2%
CCC(C)NC(=O)CCS(=O)(=O)c1ccc2c(c1)n(C)c(=O)c(=O)n2C (stereo not given)	-1%	8%	-1%	-4%	1%	-2%	8	0%	3%	0	-0.6%
CC(=O)c1cccc(NC(=O)CSc2nc(N3CCCCC3)nc(N3CCCCC3)n2)c1	0%	1%	-1%	19%	-9%	-3%	36[activator]	1%	2%	-3	-0.2%
C=C(C)CNC(=O)c1ccc2nc(Cc3ccc(OC)cc3)oc2c1	-1%	-1%	6%	11%	-5%	2%	0	1%	3%	4	0.0%
COc1ccc(-c2cc(C)no2)cc1S(=O)(=O)N1CCCCC1	.	-8%	2%	?	12%	8%	-9	3%	-2%	2	-0.2%
CN(C)c1nnnn1-c1ccc(Cl)cc1	-1%	-4%	-4%	-20%	-1%	9%	25	-5%	2%	5	0.5%
COc1cc(C=C2C(=O)c3ccccc3C2=O)cc(OC)c1	?	?	-1%	-12%	.	3%	0	1%	2%	1	0.1%
Cc1ccc(Nc2ccccc2)nn1	-7%	10%	-3%	-11%	.	7%	19	-2%	5%	3	-0.7%
CC(O)[C@H]1CN=C(N)N1CCc1cc(C(F)(F)F)cc(C(F)(F)F)c1 (stereo not given in full)	0%	1%	-6%	25%	.	-1%	11	1%	-2%	4	-0.7%

Assay outcomes deposited in PubChem BioAssay by National Center for Advancing Translational Sciences (NCATS).
